Screening results deposited in PubChem BioAssay by several laboratories.
m5-HT2A agonist = agonists of mouse serotonin 5-HT2A receptor (HTR2A); CHO-K1 mHTR2A beta-arrestin complementation, luminescence; percent of 30 µM serotonin response; activation, % at 7.6 µM; actives 0.66% (n = 360,000); AID 624169;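 active means activation above a run cutoff, the mean activation of all tested compounds plus 3 SD, cut at about 14% in these data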;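 further: 0% = plate median of compound wells and 100% = 30 µM serotonin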
TLR9-MyD88 block = inhibitors of human TLR9-MyD88 binding | AID 504734 | Q9NR96+Q99836 | actives 0.21% (n = 340,000) | CHO BLA complementation TLR9-MyD88, CCF4 FRET ratio | inhibition, % at 4.98 µM;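 active means inhibition above the mean over all tested compounds plus 3 SD, cut at about 21% in these data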;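 further: 0% = DMSO only wells and 100% = clavulanate BLA inhibitor control wells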
SRC2 inh = inhibits human steroid receptor coactivator 2. Q15596. HEK293 GAL4-SRC2 luciferase reporter, luminescence. inhibition, % at 9 µM. actives 0.17% (n = 370,000);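 active means inhibition above the mean inhibition of all tested compounds plus 3 SD, set per campaign, cut at about 52% in these data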;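 further: 0% = DMSO treated cells and 100% = cells given Gossypol at 36 µM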
MC4R antag cAMP = human MC4R antagonism in cAMP assay | MC4R-expressing cells, MTII-stimulated cAMP, LANCE TR-FRET | inhibition, % at 6.5 µM | actives 0.48% (n = 360,000);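 active means inhibition above its plate's cutoff, the mean of tested wells on that plate plus 3 SD, cut at about 29% in these data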;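 further: 0% = Melanotan II alone and 100% = Melanotan II plus saturating MCL0020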
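material = U2OS cells stably expressing human melanocortin 4 receptor (MC4R) | also added = Melanotan II challenge | dosing = single nominal compound dose of 6.5 µM | detection = TR-FRET with Eu-cAMP and labeled anti-cAMP, 671 nm | replication = singlicate | timing = compound 30 min, challenge 1 h, detection 1 h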
ABHD5 PLIN5 PPI = inhibitors of human ABHD5-perilipin-5 interaction. actives 0.78% (n = 360,000). inhibition, % at 4 µM. Q00G26+Q8WTS1. Split G. princeps luciferase complementation, luminescence, 4 h. AID 602281;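 active means inhibition above the mean inhibition across every tested compound plus 3 SD, cut at about 22% in these data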;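 further: 0% = DMSO only wells and the 100% control is not disclosed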
NOD2-RIPK2 inh = blocks binding of human NOD2 to RIPK2; O43353; CHO BLA complementation NOD2-RIPK2, CCF4 ratio; inhibition, % at 4.98 µM; actives 0.38% (n = 360,000); in the data active means inhibition above about 21%;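 further: 0% = vehicle only and 100% = reference blocker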
ABCB6 inh MLPCN = inhibitors of human ABC transporter ABCB6; actives 0.19% (n = 360,000); K562-ABCB6 porphyrin accumulation, flow cytometry, 1 h; active compounds read low; fluorescence ratio to DMSO, % at 10 µM;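 active means fluorescence ratio to DMSO below 75%, the collection mean minus 3 SD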;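 further: signal is porphyrin accumulated inside mitochondria; 100% equals median channel fluorescence of DMSO control wells; lower ratio means ABCB6 inhibition with less porphyrin fluorescence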
Target sequence (Q9NP58 whole entry, looked up): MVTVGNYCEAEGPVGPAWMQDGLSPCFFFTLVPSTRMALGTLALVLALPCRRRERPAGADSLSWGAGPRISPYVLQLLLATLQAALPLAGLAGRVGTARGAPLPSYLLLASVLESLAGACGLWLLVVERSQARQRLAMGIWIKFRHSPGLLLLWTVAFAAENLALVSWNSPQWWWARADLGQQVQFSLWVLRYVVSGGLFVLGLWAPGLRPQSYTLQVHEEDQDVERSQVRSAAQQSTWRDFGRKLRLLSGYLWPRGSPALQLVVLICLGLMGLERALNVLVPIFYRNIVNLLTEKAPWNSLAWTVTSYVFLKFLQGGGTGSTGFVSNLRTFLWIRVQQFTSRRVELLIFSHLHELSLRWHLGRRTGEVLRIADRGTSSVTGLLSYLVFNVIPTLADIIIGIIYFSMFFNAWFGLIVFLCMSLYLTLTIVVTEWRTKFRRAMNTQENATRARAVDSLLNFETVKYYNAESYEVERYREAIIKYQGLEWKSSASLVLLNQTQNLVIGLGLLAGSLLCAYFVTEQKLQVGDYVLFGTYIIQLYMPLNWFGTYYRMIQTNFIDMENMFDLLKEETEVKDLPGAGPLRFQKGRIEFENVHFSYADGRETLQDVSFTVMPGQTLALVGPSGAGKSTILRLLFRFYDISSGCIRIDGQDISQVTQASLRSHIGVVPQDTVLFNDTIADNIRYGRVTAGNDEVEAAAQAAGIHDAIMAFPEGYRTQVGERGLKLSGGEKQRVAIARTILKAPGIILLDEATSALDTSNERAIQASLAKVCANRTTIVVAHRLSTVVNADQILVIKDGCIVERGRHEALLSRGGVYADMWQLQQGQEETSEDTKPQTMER
MC4R ag barr = human MC4R agonism via beta-arrestin; U2OS MC4R beta-arrestin complementation, luminescence; percent of melanotan II response, DMSO zero; activation, % at 8.9 µM; actives 0.98% (n = 360,000);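 active means activation above a per-plate cutoff, the mean activation of sample wells on that plate plus 3 SD, cut at about 8% in these data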
Cardio protect = myocardial damage modulation in H9c2 cells; AID 588492; H9c2 cardiomyocytes, H2O2 injury protection, ATPLite, 2 h; actives 0.63% (n = 360,000); protection from H2O2 cell death, % at 20 µM;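 active means compounds giving at least 50% protection of heart cells from peroxide-induced death in the single-dose screen, raw or plate-pattern-corrected value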;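 further: 0% = DMSO wells with peroxide and 100% = DMSO wells without peroxide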
N-glyco inh = blocks N-linked glycosylation in D54 reporter cells; reporter increase, % at 12.5 µM; D54 ERlucT glycosylation luciferase reporter, 24 h; percent of 100 nM tunicamycin response; actives 0.23% (n = 360,000);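 active means mean luciferase reporter signal, scaled so untreated is 0 and the glycosylation-blocking control 100, at or above a set limit in every replicate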;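 further: luciferase carries N-glycosylation sites so blocking glycosylation raises the light; 0% = median of neutral control wells and 100% = median of 100 nM tunicamycin wells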
* marks the source's active call; other numbers are inactive results; / = no result given. The list is partial, so the mix of outcomes need not match the whole.

SMILES | m5-HT2A agonist | TLR9-MyD88 block | SRC2 inh | MC4R antag cAMP | ABHD5 PLIN5 PPI | NOD2-RIPK2 inh | ABCB6 inh MLPCN | MC4R ag barr | Cardio protect | N-glyco inh
Cc1cccc(C)c1NC(=O)c1cnn(-c2ccccc2)c1C | 2 | 1 | 8 | 4 | 9 | -5 | 104 | -0.9 | -8 | -5
CCc1ccc(CNC(=O)CCCn2c(=O)c3cccn3c3cccnc32)cc1 | 5 | -20 | 17 | 0 | 3 | 0 | 96 | 5.1 | 13 | 1
Cc1ccc(CNC(=O)Cn2nnc(C(=O)Nc3cccc(C)c3C)c2N)cc1 | 0 | 8 | -17 | 5 | 5 | -4 | 96 | 2.8 | -6 | 0
Cc1cc(/C=N/NC(=O)C(=O)NCc2ccccn2)c(C)n1-c1ccccc1 | -4 | 3 | 0 | -12 | 0 | 0 | 97 | -1.3 | -3 | 1
O=C(CCCN1C(=O)c2ccccc2C1=O)NCCc1ccc(OC(F)F)cc1 | -3 | -6 | -10 | 22 | -6 | -4 | 96 | -1.8 | 0 | 0
NC(=O)c1cc(S(=O)(=O)Nc2ccc(OC(F)(F)F)cc2)cs1 | 5 | -1 | 12 | 16 | 2 | -6 | 97 | -0.7 | 2 | -1
CCOCCN(C(=O)c1ccccc1Cl)c1cccc(C)c1C | 5 | / | -4 | 15 | 3 | -5 | 98 | -1.3 | 5 | 0
COc1ccccc1NC(=O)Cn1c(C)cc(=O)c2cccc(OC)c21 | 9 | / | 31 | 11 | 4 | -1 | 94 | -1.4 | -5 | 4
Cc1ccc(S(=O)(=O)NCCCn2ccnc2)cc1C(=O)NC(C)C | 1 | 0 | -2 | 1 | -2 | 1 | 97 | 0.3 | 11 | 1
CCc1cc2c(=O)c(-c3nc4ccccc4n3C)c(COCC(=O)O)oc2cc1OC(=O)C(C)(C)C | 9 | 49* | -2 | -1 | 8 | 1 | 97 | -0.2 | 2 | 2

Ordered by formula weight (smallest number first): six of the compounds above
SMILES | m5-HT2A agonist | TLR9-MyD88 block | SRC2 inh | MC4R antag cAMP | ABHD5 PLIN5 PPI | NOD2-RIPK2 inh | ABCB6 inh MLPCN | MC4R ag barr | Cardio protect | N-glyco inh
CCOCCN(C(=O)c1ccccc1Cl)c1cccc(C)c1C | 5 | / | -4 | 15 | 3 | -5 | 98 | -1.3 | 5 | 0
Cc1ccc(S(=O)(=O)NCCCn2ccnc2)cc1C(=O)NC(C)C | 1 | 0 | -2 | 1 | -2 | 1 | 97 | 0.3 | 11 | 1
Cc1cc(/C=N/NC(=O)C(=O)NCc2ccccn2)c(C)n1-c1ccccc1 | -4 | 3 | 0 | -12 | 0 | 0 | 97 | -1.3 | -3 | 1
CCc1ccc(CNC(=O)CCCn2c(=O)c3cccn3c3cccnc32)cc1 | 5 | -20 | 17 | 0 | 3 | 0 | 96 | 5.1 | 13 | 1
O=C(CCCN1C(=O)c2ccccc2C1=O)NCCc1ccc(OC(F)F)cc1 | -3 | -6 | -10 | 22 | -6 | -4 | 96 | -1.8 | 0 | 0
CCc1cc2c(=O)c(-c3nc4ccccc4n3C)c(COCC(=O)O)oc2cc1OC(=O)C(C)(C)C | 9 | 49* | -2 | -1 | 8 | 1 | 97 | -0.2 | 2 | 2

(further entries)
SMILES | m5-HT2A agonist | TLR9-MyD88 block | SRC2 inh | MC4R antag cAMP | ABHD5 PLIN5 PPI | NOD2-RIPK2 inh | ABCB6 inh MLPCN | MC4R ag barr | Cardio protect | N-glyco inh
CC(=O)Nc1ccc(NC(=O)Cn2c(=O)n(-c3ccccc3)c(=O)c3oc4ccccc4c32)cc1 | -1 | -4 | -9 | 10 | 1 | 2 | 96 | -1.2 | -1 | 1
CCCCNC(=O)C1c2ccccc2OCC(=O)N1C1CC1 (centres undefined) | -3 | / | -8 | / | -9 | -10 | 96 | / | / | /
CCCNC(=O)CN1C(=O)NC(c2ccccc2)(c2ccccc2)C1=O | 1 | 1 | -1 | 1 | 10 | -8 | 98 | 0.2 | 2 | 2
COc1ccc(CCNC(=O)COC(=O)c2ccc(F)c(S(=O)(=O)N3CCOCC3)c2)cc1 | 13 | -1 | -3 | 6 | 1 | -12 | 99 | -1.5 | -5 | 3
CCOC(=O)Cc1nnn(CC(=O)OCC)n1 | -1 | -4 | 10 | -1 | -1 | -4 | 101 | -1.5 | -7 | 1
CC1=C(C(=O)N(C)C)CC(CC(=O)NCCN2CCOCC2)C(=O)N1CCC1=CCCCC1 (centres undefined) | 0 | -2 | 11 | 12 | -10 | -7 | 102 | 2.2 | -1 | 0
CCN(CC)c1nc2nonc2nc1N(CC)CC | 0 | -7 | -3 | 5 | 5 | -6 | 101 | -1.2 | 1 | 3
Cc1cccc(OCC(O)CN2C(C)(C)CC(O)CC2(C)C)c1 (centres undefined) | -2 | 3 | 15 | 17 | -1 | 9 | 112 | -2.0 | 2 | 0
COc1cccc(CNc2ccc(F)c([N+](=O)[O-])c2)c1O | 0 | 0 | -14 | -5 | 2 | 1 | 89 | 0.9 | -14 | -2
COC(=O)c1sccc1-n1cc2c(c1-c1ccccc1)c(=O)n(C)c(=O)n2C | -1 | / | -7 | / | -4 | -3 | 94 | / | 0 | 0
CC(=O)c1c(N)n(C)c(=O)n(C)c1=O | 4 | -2 | -1 | 7 | -4 | -10 | 98 | 0.8 | -2 | 2
CCOc1cc(C2C3=C(CC(C)(C)CC3=O)Nc3n[nH]c(C)c32)ccc1O (centres undefined) | -2 | -23 | -2 | -5 | -3 | -5 | 93 | -1.1 | 7 | 1
O=c1c(Cc2c(F)cccc2Cl)c(O)ccn1Cc1ccc2c(c1)OCO2 | 0 | -8 | -30 | -3 | -1 | 7 | 104 | -2.5 | 10 | 5
C#CCNC(=O)C[C@@H]1C[C@@]2(C(=O)OCC)CCCC=C2N(Cc2ccc(Cl)cc2Cl)C1=O | -3 | / | 8 | / | 0 | -4 | 90 | / | / | /
Cc1c(Cl)cccc1N1C(=O)C2ON(c3ccccc3)C(c3cccnc3)C2C1=O (centres undefined) | 4 | -4 | -16 | 17 | 5 | 4 | 101 | -0.6 | 2 | 2
Cc1noc(/C=C/N(C)C)c1S(=O)(=O)N1CCCC(C(=O)NCc2ccc(Cl)cc2)C1 (centres undefined) | 2 | 9 | -12 | 1 | 1 | -3 | 98 | -1.9 | -1 | -1
CCCC(=O)Nc1cccc(NC(=O)CN2CCN(c3ccccc3OC)CC2)c1 | -8 | -8 | -13 | 10 | 1 | -13 | 102 | -0.8 | 11 | -2
FC(F)(F)c1cccc(Cn2c3[n+](c4ccc(C(F)(F)F)cc42)CCCCC3)c1 | -1 | 3 | -5 | 14 | 6 | 0 | 102 | 0.4 | -11 | -2
CC(=O)c1ccc(N2CCN(S(=O)(=O)c3ccc4c(c3)NC(=O)CC(=O)N4)CC2)cc1 | 9 | 5 | -72 | -1 | -2 | -3 | 105 | -1.8 | 2 | 2
O=C(NC1CC2CCC(C1)N2C(=O)NCc1ccccc1)C1CC1 (centres undefined) | 2 | 9 | -19 | 0 | 7 | -5 | 101 | -0.9 | -3 | 1
CC(=O)c1ccc(N2CCN(S(=O)(=O)c3cn(C)c(C)n3)CC2)cc1 | 9 | -9 | -27 | -1 | -2 | 5 | 95 | -2.0 | 3 | 3
O=C(NCCCO)/C(=C\c1ccco1)NC(=O)c1ccc(Br)o1 | -2 | 0 | 8 | 21 | 0 | -2 | 99 | -1.4 | 9 | 2
O=c1[nH]ncn1-c1ccccc1 | 3 | -1 | -19 | 0 | 0 | -18 | 105 | -3.5 | 3 | 0
Cc1cc2cc(CN(Cc3cccs3)C(=S)NCC3CCCO3)c(=O)[nH]c2cc1C (centres undefined) | -1 | -6 | 3 | 9 | 1 | -4 | 101 | -4.0 | 11 | -1
Cc1nc(SCC(=O)Nn2c(-c3ccccc3)nc3ccccc3c2=O)n[nH]1 | -3 | -4 | 7 | 0 | -2 | -9 | 99 | 0.3 | 7 | 2
CN(Cc1ccccc1)c1oc(COc2ccccc2F)nc1C#N | -5 | 6 | -12 | 5 | 2 | 4 | 96 | -0.3 | -16 | -1
CCOc1ccc(NC(=O)CN(C)CC(=O)NC(C)c2ccccc2)cc1OCC (centres undefined) | -1 | 3 | 12 | 11 | 2 | 5 | 97 | -3.3 | -3 | 1
CCOc1ccc(-c2noc(CCCC(=O)NC3CCCC3)n2)cc1OC | -1 | -4 | -14 | -2 | -21 | -6 | 105 | -2.1 | 3 | 2
O=C(Nc1cccc(NC(=O)c2cccs2)c1)c1ccc(Br)cc1 | -6 | 8 | -15 | 2 | -10 | -2 | 92 | -0.2 | -5 | 4
CCCn1nnnc1SCC(=O)NNC(=O)c1ccco1 | 4 | -1 | 1 | 9 | 4 | -7 | 102 | -0.1 | -1 | 1
COC(=O)[C@H](Cc1ccccc1)NC(=O)Cn1cnc2c(OCc3ccccc3)ncnc21 | 1 | -1 | -11 | -7 | 1 | -7 | 105 | 0.7 | 4 | -1
Nc1cccc(Nc2nc(OC(C(F)(F)F)C(F)(F)F)nc(OC(C(F)(F)F)C(F)(F)F)n2)c1 | 2 | 1 | 15 | 10 | -58 | -5 | 116 | 3.6 | -27 | -9
OC[C@H]1O[C@@H](O[C@@H]2[C@@H](CO)O[C@@](O)(CO)[C@H]2O)[C@H](O)[C@@H](O)[C@H]1O | -4 | -6 | -11 | 6 | -4 | -5 | 98 | 0.1 | 1 | 1
COc1ccc(S(=O)(=O)Nc2ccccc2C(=O)NN2CCOCC2)cc1OC | 1 | -5 | 3 | 4 | 14 | 4 | 96 | -0.8 | 5 | 3
COc1ccc(NC(=O)C(NC(=O)CC2NC(=O)NC2=O)c2ccccc2)cc1 (centres undefined) | 2 | 11 | 20 | 3 | 4 | -2 | 99 | -0.5 | -1 | 2
CC(C)(C)C(=O)NCC12C=CC(O1)C1C(=O)N(c3ccccc3)C(=O)C12 (centres undefined) | -4 | 7 | 5 | -3 | 17 | 5 | 76 | -1.5 | -15 | 2
CC(=O)c1ccc(N2CCc3ccccc3C2)c([N+](=O)[O-])c1 | -5 | / | -38 | -10 | 4 | -13 | 101 | -2.6 | -9 | -3
Cc1ccc(Nc2nnc(SCC3CCCCO3)s2)cc1 (centres undefined) | -6 | 0 | -11 | 9 | -1 | -3 | 95 | -1.5 | -1 | 1
COc1ccc(C(=O)Nc2ccccc2C(=O)NC(C)C)cc1OC | -1 | 2 | -4 | 2 | -7 | 0 | 94 | -0.7 | 2 | 1
CC(=O)NCc1nc2ccccc2n1Cc1ccccc1C | 6 | 2 | 11 | 6 | -1 | 15 | 99 | -1.3 | 0 | 2
COc1cccc(N2CCN(CC(=O)Nc3ccc(-n4cnnn4)cc3)CC2)c1 | 1 | 6 | -25 | 6 | 1 | -5 | 101 | 0.0 | -2 | -1
